Screening results as filed in PubChem BioAssay.
MEKK2mut PB1 HTS – signal of MEK5 binding to mutant human MEKK2 PB1 domain; bead flow cytometry, Alexa488-MEK5 binding to MEKK2 mutant; percent response, % at 10 µM; hit rate 0.35% among 290,000; in the data active means percent response above about 24%, passing the limit was not always enough; further: inactives centre near 1; some results filed as inactive read as strong as hits
UBC9 SUMO inh – SUMOylation inhibition. P63279. HTRF SUMOylation assay, SAE1/SAE2 + UBC9, in vitro. inhibition, % at 35 µM. hit rate 0.36% among 290,000; in the data active means inhibition above about 50%, passing the limit was not always enough; further: strong numbers were not always called active
Target sequence (P63279 whole entry, looked up): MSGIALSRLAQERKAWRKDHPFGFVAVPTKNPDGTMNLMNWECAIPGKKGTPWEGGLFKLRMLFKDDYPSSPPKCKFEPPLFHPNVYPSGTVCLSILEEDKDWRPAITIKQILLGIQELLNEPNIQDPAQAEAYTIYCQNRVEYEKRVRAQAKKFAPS
MEKK2wt PB1 HTS – raises or lowers MEK5 binding to wildtype human MEKK2 PB1 domain; Q9Y2U5; bead flow cytometry, Alexa488-MEK5 binding to MEKK2 WT; actives lie on both sides; binding response (% of control), % at 10 µM; hit rate 1.1% among 290,000; AID 1531; in the data active means binding response below about 67% or above about 130%
DNA FID counter – displaces DNA intercalator in HCV helicase counter-screen. hit rate 0.17% among 290,000. inhibition, % at 7.9 µM. DNA fluorescent intercalator displacement, fluorescence; in the data active means inhibition above about 37%;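 further: 0% = vehicle and 100% = reference compound; higher means more ethidium bromide displaced from hairpin DNA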
CRFR2-BP antag – antagonists of CRF-binding protein/CRF-R2 receptor complex. HEK293 CRF-R2/CRF-BP, CRF-induced calcium fluorescence. inhibition, % at 11.8 µM. hit rate 0.59% among 350,000. AID 588475;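 active means inhibition of the ligand-induced calcium signal above about 50% at the single tested concentration, limit read from the data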
CRFR2-BP ag – CRF-BP/CRF-R2 complex agonism | HEK293 CRF-R2/CRF-BP, calcium dye fluorescence (FLIPR); percent of saturating CRF peptide response | activation, % at 13.2 µM | hit rate 0.46% among 350,000;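 active means activation of at least 50%, plus an integration ratio under a set limit after plate pattern correction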;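 further: plate controls were neutral control wells without compound for no effect and CRF at EC100 for full effect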
GalR3 antagonist – blocks the human galanin receptor 3; inhibition, % at 3 µM; AID 651719; O60755; hit rate 0.44% among 360,000; HEK293 GalR3-CNG cAMP membrane potential fluorescence; galR3 body fused to GalR1 C-terminus;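 active means inhibition above the screen-wide average plus 3 SD, cut at about 13% in these data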;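 further: forskolin and galanin both at EC90 stimulate the cells; cAMP rise reported by CNG channel membrane potential dye signal; 0% = forskolin plus galanin with DMSO and 100% = forskolin alone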
Target sequence (O60755 1-299 limits assumed): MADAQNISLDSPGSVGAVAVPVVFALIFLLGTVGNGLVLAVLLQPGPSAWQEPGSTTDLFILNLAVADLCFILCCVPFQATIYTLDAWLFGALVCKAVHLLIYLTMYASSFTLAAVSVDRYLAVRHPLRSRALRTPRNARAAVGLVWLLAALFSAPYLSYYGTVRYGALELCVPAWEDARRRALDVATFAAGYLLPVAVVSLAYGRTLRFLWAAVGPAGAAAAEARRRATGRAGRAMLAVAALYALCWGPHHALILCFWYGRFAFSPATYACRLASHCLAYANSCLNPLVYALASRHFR
HCV NS3 hel inh – blocks Hepatitis C virus NS3 helicase unwinding. hit rate 0.56% among 290,000. NS3 helicase DNA unwinding, Cy5 molecular beacon fluorescence. inhibition, % at 10.9 µM. AID 1800;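 active means inhibition above the mean of all tested compounds plus 3 SD, set per campaign, cut at about 35% in these data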;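 further: 0% = DMSO wells and 100% = thioflavine S control wells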
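Measured by: Cy5 fluorescence, 0 and 60 min reads / Assay system: NS3 helicase fragment of HCV / Control set: low DMSO, high thioflavine S at 110 µM / Times: 1 h reaction at 25 °C, ATP-initiated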
MEKK3 PB1 HTS – modulators (inhibitors or enhancers) of MEK5 binding to human MEKK3 PB1 domain | Q99759 | bead-based flow cytometry, Alexa488-MEK5 binding to MEKK3; actives lie on both sides; 0 = blocked by unlabeled MEK5, 100 = vehicle | binding response (% of control), % at 10 µM | hit rate 1.4% among 290,000;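 active means binding response more than 3 SD above or below the average of its plate-row segment, actives on both sides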;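 further: Alexa488 bead fluorescence after subtracting the streptavidin-only scavenger bead signal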
Target sequence (Q99759 whole entry, looked up, the tested form may be a part): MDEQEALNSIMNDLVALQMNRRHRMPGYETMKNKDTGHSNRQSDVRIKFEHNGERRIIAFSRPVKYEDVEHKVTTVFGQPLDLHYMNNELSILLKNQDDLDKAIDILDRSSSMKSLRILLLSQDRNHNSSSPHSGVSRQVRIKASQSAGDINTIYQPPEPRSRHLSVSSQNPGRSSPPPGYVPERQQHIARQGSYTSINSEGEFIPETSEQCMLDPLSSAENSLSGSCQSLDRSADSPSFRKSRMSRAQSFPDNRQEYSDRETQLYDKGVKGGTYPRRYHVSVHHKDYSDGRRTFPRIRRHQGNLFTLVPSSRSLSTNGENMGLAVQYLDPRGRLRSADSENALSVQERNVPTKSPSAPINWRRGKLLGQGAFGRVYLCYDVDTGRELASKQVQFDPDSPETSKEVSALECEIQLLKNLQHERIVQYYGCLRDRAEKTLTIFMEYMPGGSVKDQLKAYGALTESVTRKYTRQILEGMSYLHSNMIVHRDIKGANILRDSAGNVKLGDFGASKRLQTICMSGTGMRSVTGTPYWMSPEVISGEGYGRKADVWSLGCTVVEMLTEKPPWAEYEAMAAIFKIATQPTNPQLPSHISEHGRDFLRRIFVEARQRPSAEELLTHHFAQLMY
* hit, by the source's call; . = not tested or not shown. A portion of the library; the hit share may differ from the screen's.

The opening 5 records, to show the layout:
SMILES	MEKK2mut PB1 HTS	UBC9 SUMO inh	MEKK2wt PB1 HTS	DNA FID counter	CRFR2-BP antag	CRFR2-BP ag	GalR3 antagonist	HCV NS3 hel inh	MEKK3 PB1 HTS
O=C(N/N=C/c1cccnc1)c1cccc(N2CCCC2=O)c1	-12	18	92	-7	1	15	-1	-1	92
COCc1nnc(NC(=O)c2ccc(S(=O)(=O)N3CCCCCC3)cc2)o1	2	-11	98	-33	-13	2.2	4	1	97
CC(C)CNC(=O)NC(=O)COC(=O)c1cc(F)cc(F)c1	5	0	110	-11	-10	1.0	-4	18	113
C=CCn1cc(C(=O)NCc2ccc(Cl)cc2)c(=O)c2cc(S(=O)(=O)N(CC)CC)ccc21	-2	-11	96	-4	-8	-0.7	4	-7	97
Cc1cc(C)c2cc(C#N)c(N3CCCC3)nc2c1	4	13	97	-3	1	0.3	2	1	98

All compounds of this part, from the start:
SMILES	MEKK2mut PB1 HTS	UBC9 SUMO inh	MEKK2wt PB1 HTS	DNA FID counter	CRFR2-BP antag	CRFR2-BP ag	GalR3 antagonist	HCV NS3 hel inh	MEKK3 PB1 HTS
O=C(N/N=C/c1cccnc1)c1cccc(N2CCCC2=O)c1	-12	18	92	-7	1	15	-1	-1	92
COCc1nnc(NC(=O)c2ccc(S(=O)(=O)N3CCCCCC3)cc2)o1	2	-11	98	-33	-13	2.2	4	1	97
CC(C)CNC(=O)NC(=O)COC(=O)c1cc(F)cc(F)c1	5	0	110	-11	-10	1.0	-4	18	113
C=CCn1cc(C(=O)NCc2ccc(Cl)cc2)c(=O)c2cc(S(=O)(=O)N(CC)CC)ccc21	-2	-11	96	-4	-8	-0.7	4	-7	97
Cc1cc(C)c2cc(C#N)c(N3CCCC3)nc2c1	4	13	97	-3	1	0.3	2	1	98
Cc1cccc(N=C2NC(=O)/C(=C/c3cccnc3)S2)c1	-22	13	98	-9	-8	0.8	5	-5	89
Cc1ccc(C)c(S(=O)(=O)c2c(N)n(/N=C/c3ccco3)c3nc4ccccc4nc23)c1	0	92	98	-12	-17	4.4	-2	11	104
COc1ccc(C(=O)Nc2nc(N)n(-c3ccccc3)n2)cc1	1	-1	101	-5	13	-0.5	4	2	100
CCOC(=O)Nc1ccc(OC)c([N+](=O)[O-])c1	-2	0	97	-3	-3	-0.2	5	10	104
NC(=O)NC(=O)CN1c2cccc3cccc(c23)S1(=O)=O	-8	9	92	-1	-12	-0.2	-1	3	95
O=c1oc2ccc3ccccc3c2cc1-c1nc2ccccc2o1	-7	.	83	-4	-23	17	-4	-6	87
Fc1cccc(CO/N=C/c2c(-c3ccccc3)nc3ccc(Cl)cn23)c1	-2	4	97	1	-8	7.9	-6	-4	101
COc1cccc(CNC2CCCCCCC2)c1OC	3	4	107	6	-1	0.4	-11	-5	100
Cc1ccc(CN(CC(=O)NCC2CCCO2)S(=O)(=O)c2ccc(C)cc2)cc1 (centres undefined)	-1	5	104	-32	-6	-0.2	-5	-14	104
CCOC(=O)C1(Cc2ccccc2C)CCCN(C(=O)COC)C1 (centres undefined)	0	7	100	-11	-3	-0.5	-4	-3	100
CCCN1C2CCCC1CC(NC(=O)c1cc(OC)cc(OC)c1)C2 (centres undefined)	0	2	100	-4	3	-1.6	-9	-9	95
Cc1nc(N2CCOCC2)c2cc(-c3ccccc3)sc2n1	4	18	106	-18	5	4.0	0	-10	98
COCc1cc(C)nc(SCC(=O)Oc2ccc(Cl)cc2)c1C#N	-3	15	100	-1	-14	-1.2	-3	4	102
CCCCS(=O)(=O)NC1=NCN(CCOC(=O)c2ccccc2)CN1	3	.	105	-6	0	1.8	-2	-8	100
Cc1ccc(NC(=O)c2ccc(CSc3ccccn3)cc2)c(O)c1	-4	3	99	-18	9	-5.7	1	-6	100
O=c1c(C/C=C/c2ccccc2)c(O)ccn1Cc1ccc(Cl)cc1Cl	-1	-5	98	-5	1	0.0	-4	3	103
c1ccc2c(c1)CC(N1CCCCC1)c1ccccc1N2 (centres undefined)	6	8	105	-5	1	3.2	-7	1	108
O=S(=O)(c1ccc2nc(-c3ccccc3)[nH]c2c1)N1CCN(c2cccc(Cl)c2)CC1	1	9	102	0	-37	0.3	-13	-9	99
CCn1ncc(Cl)c1C(=O)Nc1cc(Cl)ccc1Cl	2	-5	97	-7	-19	0.8	-6	1	101
CC(C)C(=O)N1CCN(c2ccc(NC(=O)c3ccc(Br)o3)cc2)CC1	14	3	114	-9	1	0.3	0	-3	112
SMILES	MEKK2mut PB1 HTS	UBC9 SUMO inh	MEKK2wt PB1 HTS	DNA FID counter	CRFR2-BP antag	CRFR2-BP ag	GalR3 antagonist	HCV NS3 hel inh	MEKK3 PB1 HTS
O=C(NC1=NCCS1)c1cc(-c2cccc(Br)c2)nc2ccccc12	11	16	115	1	-48	2.3	-2	2	148*
O=C(NCc1ccccc1)C(c1ccncc1)N(C(=O)c1ccccn1)c1ccccc1 (centres undefined)	5	10	108	-19	3	-1.0	-1	14	104
CCCC(=O)Nc1ccc(-c2nc3ncccc3o2)cc1	5	27	109	-14	0	4.1	-2	-4	107
COc1ccc(Oc2cc(NN3CCCCC3)c([N+](=O)[O-])cc2[N+](=O)[O-])cc1OC	2	3	96	-19	8	-0.2	-9	-21	103
CC(=O)Nc1ccc(OS(=O)(=O)c2c(C)cc(C)cc2C)cc1	-2	-4	104	-8	-4	2.9	-5	-11	86
O=C1OC(Cc2ccccn2)C(O)=C1C1=NCCCN1 (centres undefined)	-1	4	103	2	17	-7.5	3	6	108
COC(=O)c1scc(C)c1NC(=O)Nc1ccccc1	-3	-8	104	-1	16	-0.8	-2	-3	104
Cc1ccccc1Cn1c(=O)[nH]c2ccccc21	6	2	48	.	-9	-0.8	4	.	52
COc1ccccc1Nc1cc(N2CCOCC2)c2nonc2c1[N+](=O)[O-]	1	16	102	-3	-16	-0.4	-3	0	98
COc1ccc(OC)c(/C=N/NC(=O)C(=O)N2CCCCCC2)c1	8	5	114	-28	-24	-0.3	-4	13	105
Cc1ccc(OCC2Cn3c(nc4c3c(=O)[nH]c(=O)n4C)O2)cc1 (centres undefined)	3	-5	99	-2	-31	-2.6	-4	7	102
O=C(CCS(=O)(=O)c1ccccc1Cl)Nc1ccc(S(=O)(=O)Nc2ncccn2)cc1	-9	17	96	-3	-14	0.9	-6	11	99
CCOc1ccccc1N1CCN(S(=O)(=O)c2ccc(Cl)s2)CC1	2	15	92	-13	1	0.7	-2	-2	98
CCCCOc1ccc(C(=O)NCC(=O)NC(C)CCc2ccccc2)cc1 (centres undefined)	-4	-7	95	-52	-13	0.8	-2	2	100
O=C(NCc1cccnc1)Nc1ccc(Br)cc1Cl	3	3	100	-2	8	-1.6	-2	-2	100
COC(=O)C1=C(C)N(Cc2ccccc2)C(=NCCc2ccccn2)N[C@H]1c1cccc(F)c1	3	10	100	26	-5	4.5	-4	-113	94
CCOc1ccc(S(=O)(=O)N2CCOCC2)cc1[N+](=O)[O-]	-5	24	93	3	10	-1.0	0	11	97
CCN(Cc1ccncc1)C(=O)c1cc(COc2ccc(OC)cc2Cl)on1	-2	14	102	-31	4	-1.0	-4	-8	99
Cc1ccc(Cn2nnnc2CN2CCC(NC(=O)c3ccc(Br)cc3)CC2)cc1	3	11	103	-2	3	-1.6	-7	-3	97
O=C(NCc1cccnc1)c1cc(-c2cccs2)on1	.	12	.	3	-9	-2.1	-4	8	.
CCC(c1nnnn1C(C)(C)C)N(Cc1cccs1)Cc1cc2cc(C)c(C)cc2n2nnnc12 (centres undefined)	3	.	102	-17	16	5.1	.	4	103
CCOC(=O)C(NC(=O)c1ccccc1)(N1CCOCC1)C(F)(F)F (centres undefined)	1	27	101	3	-1	0.8	-2	0	101
CC(C)C(NC(=O)c1ccccc1)C(=O)NCc1ccccn1 (centres undefined)	-6	-7	69	-3	0	2.8	-7	-9	60
COc1cc(NC(=O)c2ccc(C)cc2)ccc1NC(=O)c1cc2ccccc2o1	-1	26	101	-8	1	0.3	-8	-3	100
COc1cccc(OCCOc2ccccc2[N+](=O)[O-])c1	4	.	106	6	21	-2.4	0	-8	109
SMILES	MEKK2mut PB1 HTS	UBC9 SUMO inh	MEKK2wt PB1 HTS	DNA FID counter	CRFR2-BP antag	CRFR2-BP ag	GalR3 antagonist	HCV NS3 hel inh	MEKK3 PB1 HTS
Cn1c(SCc2ccccc2)nnc1-c1cccs1	0	27	99	-4	3	-0.2	-3	1	101
O=C(OCN1C(=O)c2ccccc2C1=O)c1cccnc1SC(F)F	11	14	107	-5	10	0.7	-10	-6	107
Cc1cc(N/C=C/C(=O)c2ccc(Br)cc2)no1	3	16	97	-3	-12	3.2	0	3	105
Cc1ccc(C(=O)NCC(=O)NC2CCCCCC2)cc1	-1	2	100	-16	-13	-2.7	-7	-6	106
CC(C)CCNc1nc2c(c(=O)n(Cc3cccc(F)c3)c(=O)n2C)n1C	0	23	89	-5	-37	1.6	0	-1	93
CCC(OC(=O)CN1C(=O)C(=O)c2ccccc21)C(=O)Nc1ccc(S(N)(=O)=O)cc1 (centres undefined)	-8	22	92	3	-26	-0.5	-4	7	108
O=C(NC1CCCc2ccccc21)c1ccc2c(c1)OCO2 (centres undefined)	-2	10	98	-6	9	-1.5	-2	4	104
O=C1CC(c2ccccc2)=Nc2ccccc2N1Cc1ccccc1	-3	5	93	-20	25	-1.6	-5	-9	95
O=C(CCSc1nc(-c2ccco2)cc(C(F)(F)F)n1)Nc1ccc2c(c1)OCO2	-3	-14	97	-4	13	-2.2	-3	-16	95
OC(CNC1Cc2ccccc2C1)c1ccccc1 (centres undefined)	12	12	111	-4	5	-0.9	.	-2	109
CC(C)(C)OC(=O)NCCc1nnc(SCc2cccc(Cl)c2)o1	-12	9	85	-34	6	-0.5	-2	-5	80
COc1ccc(CCNc2ccc(C(CC(N)=O)NC(=O)c3cc(OC)ccc3OC)cc2[N+](=O)[O-])cc1 (centres undefined)	-4	-7	97	-24	-4	-2.6	-5	-23	104
C=CCN1CCc2nc(N)sc2CC1	5	10	92	3	-9	-1.5	-3	7	85
COc1cc(/C=N/NC(=O)c2cc(-c3c(C)nn(-c4ccccc4)c3C)n[nH]2)ccc1O	6	-4	104	-30	-15	-2.5	4	0	108
Cc1ccc(CNC(=O)c2ccc(COc3ccccc3)cc2)cc1	-2	-3	95	-16	16	-1.2	-6	0	96
O=C1CC(c2ccco2)CC2=C1C1c3ccccc3C(=O)N1c1ccccc1N2 (centres undefined)	2	-24	100	-8	-103	8.0	2	7	103
CCC[N+]1(CC#CC2(O)CCCCC2)CCOCC1	-7	-7	96	-5	12	-1.0	-7	-10	106
CC(=O)Nc1ccc(SCC(=O)Nc2ccc(Cl)cn2)cc1	0	5	101	-8	1	-1.9	8	-1	102
Cc1cc(C)cc(N(CC(=O)NC(C)(C)C)C(=O)CCC(=O)Nc2nccs2)c1	1	12	106	-39	2	-1.7	-12	-12	101
Cc1nn(-c2ccccc2)c(C)c1C(=O)OCC(=O)NC(=O)NC1CCCC1	4	11	95	-22	-22	-2.8	-4	-13	101
O=C(N/N=C/C=C/c1ccccc1)C1CC1c1ccccc1 (centres undefined)	2	1	102	-15	-10	-1.9	-3	-2	106
CC1CN(Cc2c(O)ccc3c(=O)c(-c4ccccc4Cl)coc23)CC(C)O1 (centres undefined)	-3	46	97	-15	-10	-5.9	-9	1	98
CCNc1nc(NCC)nc(N(C#N)CCOc2ccccc2)n1	7	11	106	-18	2	-0.4	3	6	106
COc1cccc(/C=C/C(=O)OCC(=O)Nc2ccc(N3CCOCC3)cc2)c1OC	-2	-2	109	-4	-17	-0.5	0	-4	107
